High-throughput results as filed in PubChem.
TWEAK-Fn14 inh: blocks TWEAK-Fn14 interaction in a reporter cell assay | TWEAK-stimulated Fn14 reporter cells, luciferase luminescence, 8 h | inhibition, % at 10 µM | actives 2% (n = 360,000) | AID 1159606; in the data active = inhibition above about 50%
SRC2 inh: human SRC2 (NCOA2) inhibition | Q15596 | inhibition, % at 9 µM | actives 0.17% (n = 370,000) | HEK293 GAL4-SRC2 luciferase reporter, luminescence;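 active = inhibition above the mean inhibition of all tested compounds plus 3 SD, set per campaign, cut at about 52% in these data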;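 note: 0% = DMSO treated cells and 100% = cells given Gossypol at 36 µM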
NR2F2 inh: NR2F2 (human) inhibition, primary screen; HEK293T NGFI-A luciferase reporter, luminescence; P24468; inhibition, % at 8.6 µM; actives 0.7% (n = 370,000); AID 686940;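 active = inhibition above a per-plate cutoff, mean inhibition of test wells between control levels plus 3 SD, cut at about 38% in these data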;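 note: cells cotransfected with COUP-TFII expression vector driving the NGFI-A reporter; 0% = median of COUP-TF2 test wells and 100% = reporter-only cells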
TLR9-MyD88 inh: inhibitors of human TLR9-MyD88 binding; inhibition, % at 4.98 µM; actives 0.21% (n = 340,000); Q9NR96+Q99836; CHO BLA complementation TLR9-MyD88, CCF4 FRET ratio;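 active = inhibition above the mean over all tested compounds plus 3 SD, cut at about 21% in these data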;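 note: 0% = DMSO only wells and 100% = clavulanate BLA inhibitor control wells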
NOD2-RIPK2 inh: blocks binding of human NOD2 to RIPK2; O43353; CHO BLA complementation NOD2-RIPK2, CCF4 ratio; inhibition, % at 4.98 µM; actives 0.38% (n = 360,000); in the data active = inhibition above about 21%;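 note: 0% = vehicle only and 100% = reference blocker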
Exocytosis inh: blocks lytic granule exocytosis | TALL-104 LAMP-1 surface exposure, flow cytometry; cells stimulated with thapsigargin and PMA | inhibition, % at 10 µM | actives 0.66% (n = 360,000) | AID 651702;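 active = inhibition above about 55%, limit read from the data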
TROY signal inh: inhibitors of TROY-dependent NF-kB signaling | inhibition, % at 10 µM | actives 0.98% (n = 360,000) | AID 1347056 | Q293 LMP1-TROYcd NF-kB luciferase reporter, 4 h;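 active = compounds whose plate-normalised and pattern-corrected inhibition of the luciferase reporter signal at the single screening dose is 50% or more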
NR5A2 inv ag: inverse agonists of human LRH-1 (NR5A2). O00482. HEK293T StAR-luciferase reporter, LRH-1 transfected, 24 h. inhibition, % at 3.6 µM. actives 0.13% (n = 360,000);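 active = inhibition above the mean inhibition of all tested compounds plus 3 SD, cut at about 73% in these data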;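 note: 0% = DMSO wells and 100% = reporter-only cells lacking LRH-1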
NCOA3 inh: inhibitors of human steroid receptor coactivator 3 (SRC3); actives 0.17% (n = 360,000); inhibition, % at 3.6 µM; HEK293 GAL4-SRC3 luciferase reporter, luminescence; Q9Y6Q9; AID 588352;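 active = inhibition above a per-campaign cutoff, the mean of all compounds plus 3 SD, cut at about 60% in these data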;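 note: 0% = DMSO-treated cells and 100% = gossypol-treated cells at 36 µM; higher means less SRC3-driven luciferase light from the GAL4 reporter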
NCOA1 inh: inhibits human SRC1 coactivator; Q15788; HEK293 GAL4-SRC1 luciferase reporter, luminescence; inhibition, % at 3.6 µM; actives 0.12% (n = 360,000); AID 588354;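 active = inhibition above the campaign mean plus 3 SD, with each screening campaign given its own cutoff, cut at about 60% in these data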;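 note: 0% = DMSO treated cells and 100% = gossypol at 36 µM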
ABHD5 PLIN5 PPI: ABHD5-PLIN5 protein interaction inhibition; Q00G26+Q8WTS1; Split G. princeps luciferase complementation, luminescence, 4 h; inhibition, % at 4 µM; actives 0.78% (n = 360,000); AID 602281;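 active = inhibition above the mean inhibition across every tested compound plus 3 SD, cut at about 22% in these data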;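 note: 0% = DMSO only wells and the 100% control is not disclosed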
An asterisk follows results filed as active; x = no result given.

nr	Compound	TWEAK-Fn14 inh	SRC2 inh	NR2F2 inh	TLR9-MyD88 inh	NOD2-RIPK2 inh	Exocytosis inh
1	Cc1ccc(SCC(=O)OC(C)C(=O)N2CCc3ccccc32)cc1 (stereo not given)	-21	11	-13	0	1	0
2	CC12CC(c3ccccc3O1)N(C(=O)c1ccco1)C(=S)N2c1ccc(F)cc1 (stereo not given)	22	8	18	-6	5	-1
3	C[C@@H]1CN([C@@H](C)CO)C(=O)c2cc(Br)cnc2O[C@@H]1CN(C)C(=O)C1CCCCC1	3	-23	1	5	-10	6
4	COc1ccc(NC(=S)N2CCN(C(c3ccccc3)c3ccccc3)CC2)c(OC)c1	24	-14	22	-8	4	1
5	c1cc(-c2cc3c(o2)CCCC3OCCN2CCOCC2)cs1 (stereo not given)	11	-22	16	x	0	-3
6	O=C1c2ccccc2C(=O)N1CCCCSc1nnnn1-c1ccccc1	-6	-2	-15	-5	-21	5
7	CCN(CC(=O)Nc1c(F)cccc1F)C(=O)c1ccc2c(c1)C(=O)N(c1ccccc1C)C2=O	1	-9	-10	-1	-4	10
8	COCCNC(=O)C1CCN(S(=O)(=O)c2ccccc2)CC1	2	5	10	-5	-5	4
9	O=C(Nc1ccccc1N1CCCC1)c1cccc(F)c1	7	-18	4	-4	-6	15
10	COc1ccc(OC)c(NC(=S)NCC(c2cccnc2)N2CCOCC2)c1 (stereo not given)	0	-18	-12	-10	-10	-2
11	COC(=O)C1Sc2[nH]c(=O)sc2C2c3ccccc3OC(=O)C12 (stereo not given)	-1	10	15	0	-1	-2
12	CCc1ccc([C@H]2C[C@H]3[C@H]4C(=O)N(c5ccccc5)C(=O)[C@H]4CC(=O)[C@@H]3CN2S(=O)(=O)c2ccc(C)cc2)cc1	4	-24	5	x	2	1
13	COc1ccccc1NC(=O)c1ccc(-n2cccn2)c([N+](=O)[O-])c1	1	10	-22	12	2	0
14	NC1=NC(=O)/C(=C/C=C/c2cccs2)S1	-1	-15	-33	0	1	-3
15	Cc1cccc(C)c1-n1nnnc1C(c1ccnc2ccccc12)N1CCN(CC(=O)NC(C)C)CC1 (stereo not given)	6	-30	-9	x	1	-7

nr	TROY signal inh	NR5A2 inv ag	NCOA3 inh	NCOA1 inh	ABHD5 PLIN5 PPI
1	4	9	24	-4	17
2	11	4	-20	-3	4
3	-3	5	13	-8	-8
4	11	7	4	18	-1
5	-9	12	x	x	4
6	-10	20	10	0	-1
7	0	-23	-23	4	-16
8	4	-14	10	-7	-10
9	6	-12	15	1	4
10	11	-2	6	3	-5
11	-6	2	4	-10	-1
12	9	18	1	3	-4
13	-2	11	-4	7	2
14	-42	-60	-62	-90	2
15	-8	8	x	x	-14

By substructure, the compounds so far containing four or more nitrogen atoms (4)
nr	Compound	TWEAK-Fn14 inh	SRC2 inh	NR2F2 inh	TLR9-MyD88 inh	NOD2-RIPK2 inh	Exocytosis inh
6	O=C1c2ccccc2C(=O)N1CCCCSc1nnnn1-c1ccccc1	-6	-2	-15	-5	-21	5
10	COc1ccc(OC)c(NC(=S)NCC(c2cccnc2)N2CCOCC2)c1 (stereo not given)	0	-18	-12	-10	-10	-2
13	COc1ccccc1NC(=O)c1ccc(-n2cccn2)c([N+](=O)[O-])c1	1	10	-22	12	2	0
15	Cc1cccc(C)c1-n1nnnc1C(c1ccnc2ccccc12)N1CCN(CC(=O)NC(C)C)CC1 (stereo not given)	6	-30	-9	x	1	-7

nr	TROY signal inh	NR5A2 inv ag	NCOA3 inh	NCOA1 inh	ABHD5 PLIN5 PPI
6	-10	20	10	0	-1
10	11	-2	6	3	-5
13	-2	11	-4	7	2
15	-8	8	x	x	-14

New compounds follow:
nr	Compound	TWEAK-Fn14 inh	SRC2 inh	NR2F2 inh	TLR9-MyD88 inh	NOD2-RIPK2 inh	Exocytosis inh
16	Cc1ccc(C(=O)NCCc2nnc3ccc(SCC(=O)NCc4ccc(F)cc4)nn23)cc1	-14	11	-3	-6	-2	2
17	CN(Cc1ccccc1)C(=O)c1ccc(NC(=O)Cc2cccc(NC(=O)C3CCCN(C(=O)C4CCCCC4)C3)c2)cc1 (stereo not given)	-27	11	25	5	-2	-16
18	CCOc1ccc(NS(=O)(=O)c2cc(C(=O)NCCCN3CCCC3=O)ccc2C)cc1	11	-14	-9	5	-3	4
19	COc1ccc(CCN2CC(C(=O)NCc3cn(C)nc3C)CCC2=O)cc1 (stereo not given)	-21	-40	-9	-1	3	-6
20	O=C(COC(=O)COc1ccccc1F)NCCc1ccc(F)cc1	-15	-8	-1	-8	-8	-8
21	N/C(CC(=O)NC1CCCCC1)=N\OCC(=O)Nc1ccc(Cl)c(Cl)c1	18	-12	-10	-5	6	2
22	O=S1(=O)CC(N2CC=CC2)CN1Cc1ccc(F)cc1 (stereo not given)	3	-22	-2	x	-2	-11
23	C=CCn1c(SCC(=O)Nc2ccc(C(=O)OCC)cc2)nnc1-c1cccs1	11	21	-3	3	-4	-2
24	CCN(c1ccccc1)S(=O)(=O)c1cc2c3c(c1)CCN3C(=O)CC2	-5	-6	-10	2	4	1
25	O=C(Oc1cccc(N2C(=O)CCC2=O)c1)C1CC(=O)N(c2ccc(F)cc2)C1 (stereo not given)	2	-5	-7	3	-8	-1
26	O=C(NN(CC(O)COc1ccccc1)CC(O)COc1ccccc1)c1ccccc1 (stereo not given)	19	8	-2	-5	-5	7
27	COc1ccc(OC)c(C2=NOC(C(=O)NCc3ccccn3)C2)c1 (stereo not given)	14	-8	-1	0	-8	-1
28	CCOC(=O)C1=C(C)OC(N)=C(C#N)C1C1CCCCC1 (stereo not given)	9	-6	5	-1	-4	-2
29	COC(=O)c1ccc(C(=O)OC)c(NC(=O)COC(=O)C2CCCCC2)c1	13	-6	-6	5	-2	1
30	Cc1ccc(C2=NC3(CCCC3)N=C2SCC(=O)Nc2ccc3c(c2)OCCO3)cc1	-43	-54	-22	-2	-8	2

nr	TROY signal inh	NR5A2 inv ag	NCOA3 inh	NCOA1 inh	ABHD5 PLIN5 PPI
16	4	-25	-25	-27	-4
17	1	14	10	-9	1
18	-11	6	-12	-3	-12
19	7	7	5	-10	-11
20	-8	12	3	-4	2
21	15	-14	22	-6	5
22	-1	10	4	5	5
23	2	-14	1	-8	5
24	4	0	6	0	8
25	21	3	15	-26	4
26	-11	4	10	2	-4
27	3	19	-1	3	-4
28	5	14	-11	-7	-6
29	-6	-11	10	-13	-1
30	-25	-15	-22	-41	-34

Following part.
nr	Compound	TWEAK-Fn14 inh	SRC2 inh	NR2F2 inh	TLR9-MyD88 inh	NOD2-RIPK2 inh	Exocytosis inh
31	Cc1cccc(NC(=S)N2CCC(c3nc4ccccc4o3)CC2)c1	-1	2	9	2	-8	0
32	Cc1c(NC(=O)Nc2cccc(Cl)c2Cl)c(=O)n(-c2ccccc2)n1C	4	21	-9	1	-15	-3
33	CC1=C(C(=O)NCCCOC(C)C)C2(CCC(C)CC2)OC1=O (stereo not given)	4	-35	22	-1	-14	3
34	O=C(OCC(=O)N1CCc2ccccc21)c1ccccc1F	-19	-5	4	10	-3	-8
35	O=C(Cn1cc([N+](=O)[O-])cn1)N1CCN(c2ccccc2)CC1	-10	-7	-5	4	-3	5
36	CCOC(=O)CSc1nnc(NC(=O)c2cccc(S(=O)(=O)N3CCCC3)c2)s1	4	-14	-11	2	-5	-5
37	O=C1c2ccccc2C(=O)N1OCc1ccc(Cl)cc1	0	9	20	6	1	-5
38	CCOc1ccc(NC(=S)NC(C)c2cccs2)cc1 (stereo not given)	-21	-1	0	9	1	-2
39	CCn1c(C)c(C)c2cc(C(=O)N3CCc4ccccc4C3)ccc21	-10	1	3	-1	10	5
40	CCCCC(=O)OCC(=O)Nc1ccc(C)c(F)c1	-5	4	-7	-5	-6	-3
41	CCOC(=O)c1c(C)[nH]c(C)c1S(=O)(=O)N1CCN(C(=O)c2ccco2)CC1	-1	-11	-1	6	-8	-2
42	CCOC(=O)N1CCC(NCCNC(=O)c2ccc(F)c(F)c2)CC1	9	10	7	0	-6	1
43	COc1ccc2c(c1)C1OCCC1C(c1ccco1)N2 (stereo not given)	20	x	x	-4	-4	-4
44	CC1(C(=O)N2CCN(C(=O)c3ccco3)CC2)CCN1Cc1ccccc1OC(F)F (stereo not given)	-8	-23	-4	x	-3	11
45	Nc1nc(-c2cccnc2)nn1C(=O)c1ccccc1Cl	26	-3	20	-1	-11	2

nr	TROY signal inh	NR5A2 inv ag	NCOA3 inh	NCOA1 inh	ABHD5 PLIN5 PPI
31	-20	5	15	2	2
32	23	-6	25	8	5
33	-2	-3	17	-1	11
34	-20	18	14	3	14
35	4	11	6	23	8
36	-1	3	11	-5	5
37	-47	-1	-6	-11	-1
38	-15	-12	1	-4	2
39	-12	17	-6	4	9
40	-13	8	2	-4	-10
41	10	9	-16	-2	-7
42	8	-8	9	6	1
43	10	-120	-62	-110	18
44	10	7	5	-3	2
45	18	9	11	-4	5

Full records, quoted from the list:
`CCCCC(=O)OCC(=O)Nc1ccc(C)c(F)c1` is entered as TWEAK-Fn14 inh = -5; SRC2 inh = 4; NR2F2 inh = -7; TLR9-MyD88 inh = -5; NOD2-RIPK2 inh = -6; Exocytosis inh = -3; TROY signal inh = -13; NR5A2 inv ag = 8; NCOA3 inh = 2; NCOA1 inh = -4; ABHD5 PLIN5 PPI = -10
`CCOc1ccc(NC(=S)NC(C)c2cccs2)cc1` (stereo not given) is entered as TWEAK-Fn14 inh = -21; SRC2 inh = -1; NR2F2 inh = 0; TLR9-MyD88 inh = 9; NOD2-RIPK2 inh = 1; Exocytosis inh = -2; TROY signal inh = -15; NR5A2 inv ag = -12; NCOA3 inh = 1; NCOA1 inh = -4; ABHD5 PLIN5 PPI = 2
`CCOC(=O)c1c(C)[nH]c(C)c1S(=O)(=O)N1CCN(C(=O)c2ccco2)CC1` is entered as TWEAK-Fn14 inh = -1; SRC2 inh = -11; NR2F2 inh = -1; TLR9-MyD88 inh = 6; NOD2-RIPK2 inh = -8; Exocytosis inh = -2; TROY signal inh = 10; NR5A2 inv ag = 9; NCOA3 inh = -16; NCOA1 inh = -2; ABHD5 PLIN5 PPI = -7

Carrying on.
nr	Compound	TWEAK-Fn14 inh	SRC2 inh	NR2F2 inh	TLR9-MyD88 inh	NOD2-RIPK2 inh	Exocytosis inh
46	O=C(NCC1CCCCC1)c1ccc(Cl)c(S(=O)(=O)N2CCOCC2)c1	-1	-26	5	-13	-1	-12
47	O=[N+]([O-])c1ccc(N2CCN(c3ccc(F)cc3)CC2)cc1	2	4	1	-10	-3	19
48	CCc1ccc(OCCSc2nc3ccccc3n2CC(=O)O)cc1	-5	-21	14	-2	3	-6
49	O=C(CN1c2ccccc2Sc2ccccc21)NNC(=O)Nc1ccc(Cl)c(Cl)c1	23	-15	1	-2	-4	15
50	Cc1ccc2nc(Cn3cc(C(F)(F)F)cc(Cl)c3=O)cc(=O)n2c1	26	-50	17	-12	-10	0
51	CCc1nc(OCCN(C)C)c2oc3ccccc3c2n1	-15	1	-23	16	-9	20
52	COc1ccc(Cl)cc1C(=O)NCC#N	-10	-11	-1	5	-1	-1

nr	TROY signal inh	NR5A2 inv ag	NCOA3 inh	NCOA1 inh	ABHD5 PLIN5 PPI
46	4	18	-13	-3	0
47	-6	-11	-9	9	-2
48	-2	-8	1	11	1
49	59*	7	12	-3	-7
50	-6	-13	17	11	1
51	3	-18	-7	-10	-6
52	-4	7	15	-11	-4

These rows are one share of the data, so the mix of outcomes need not match the whole.
